TDP1 cell noCPT = qHTS for Inhibitors of human tyrosyl-DNA phosphodiesterase 1 (TDP1): qHTS in cells in absence of CPT; DT40 Tdp1-/- hTDP1 cells, no CPT, ATP luminescence, 48 h; Potency, µM (highest dose often 46.2 µM), without a hit: at the top dose activity change, negative = growth inhibition, usual class: inhibitors; hit rate 15% among 420,000; AID 686978, 2013; also: nearly all actives have a fitted effect of over 55% in size
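Growth of hTDP1-complemented DT40 Tdp1-knockout cells is measured by ATP luminescence after at least 48 hr compound exposure at 37 °C, with DMSO substituting for the 20 nM CPT used in the parallel screen.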
DT40 TDP1 CPT = DT40-hTDP1 cell growth loss with CPT. AID 686979. chicken DT40 Tdp1-/-;hTDP1 cells + 20 nM CPT, ATP luminescence, 48 h. hit rate 12% among 420,000. Potency, µM (series often up to 46.2 µM), for the others: at the top dose activity change, negative = growth inhibition, actives largely listed as inhibitors; also: nearly all actives have a fitted effect of over 55% in size
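Cell growth measured by CellTiter-Glo luminescence after a minimum 48 h, 37 C compound exposure with 20 nM CPT in Tdp1-knockout DT40 cells stably expressing hTDP1, seeded 400/well; qHTS titration format.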
GCN5L2 inh = blocks human GCN5L2 histone acetyltransferase. hit rate 0.21% among 390,000. GCN5L2 HAT assay, ThioGlo1 CoA-SH fluorescence. Potency, µM (series often up to 58.9 µM), for inactives: at the highest dose activity change, negative = inhibition, most hits filed as inhibitors
Target sequence (Q92830 whole entry, looked up): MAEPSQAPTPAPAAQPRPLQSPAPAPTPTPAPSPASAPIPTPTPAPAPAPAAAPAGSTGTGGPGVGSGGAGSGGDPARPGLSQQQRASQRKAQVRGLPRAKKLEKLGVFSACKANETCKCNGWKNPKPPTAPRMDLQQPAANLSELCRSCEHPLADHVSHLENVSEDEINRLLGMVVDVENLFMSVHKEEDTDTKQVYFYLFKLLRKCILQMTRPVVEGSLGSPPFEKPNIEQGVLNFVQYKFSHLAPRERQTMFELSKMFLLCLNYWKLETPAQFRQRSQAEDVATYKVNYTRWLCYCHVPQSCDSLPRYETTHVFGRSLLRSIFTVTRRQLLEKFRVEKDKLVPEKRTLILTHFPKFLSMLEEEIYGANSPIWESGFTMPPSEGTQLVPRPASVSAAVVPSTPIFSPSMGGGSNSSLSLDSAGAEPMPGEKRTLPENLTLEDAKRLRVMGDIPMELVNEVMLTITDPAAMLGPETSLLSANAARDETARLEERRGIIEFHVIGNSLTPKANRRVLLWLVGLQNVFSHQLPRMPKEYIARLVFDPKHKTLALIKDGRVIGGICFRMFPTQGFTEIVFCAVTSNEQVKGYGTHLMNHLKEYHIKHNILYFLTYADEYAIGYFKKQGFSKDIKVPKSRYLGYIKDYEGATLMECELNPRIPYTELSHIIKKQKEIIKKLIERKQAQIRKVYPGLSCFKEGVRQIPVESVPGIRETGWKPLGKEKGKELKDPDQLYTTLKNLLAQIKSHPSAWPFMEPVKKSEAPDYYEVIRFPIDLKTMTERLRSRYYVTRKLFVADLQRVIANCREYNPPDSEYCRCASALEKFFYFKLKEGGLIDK
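GCN5L2 (20nM final) in 50mM HEPES, 0.1mM EDTA pH 7.5, 0.01% Tween-20 was preincubated 15 min at room temperature with compound, then given ThioGlo1 (50uM), H3(1-25) peptide (75uM) and acetyl-CoA (70uM); CoA-thiol fluorescence (Ex340/Em540) was read at 0 and 20 min.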
The depositor's hits bear a star; ? = inconclusive; . = not tested or not shown; & = joins results of further samples; [ ] = another dose, or the depositor's remark. Calls follow the shape of the dose curve; as a rule, active = well fitted curve in the direction sought with a large enough effect; inconclusive = small, poorly fitted or top-dose-only effect, or another doubt; inactive = no such curve, though single readings can be large; an effect the other way counts as inactive or inconclusive. % is scaled to controls: 0 for no effect and ±100 for the full control effect; potency is read from the fitted curve at half-maximal effect. The list is partial (hit frequency here may not be typical).

Below each compound – DT40 TDP1 CPT | GCN5L2 inh | TDP1 cell noCPT
CCc1nnc(NS(=O)(=O)c2ccc(NC(=S)NC(=O)/C=C/c3cccs3)cc2)s1
    -3.2% | -29.9% | 4.4%
C=CCNCCCCOc1cccc(Br)c1
    -6.2% | -0.8% | -21.9%
NC(=S)NNc1c(F)c(F)c(F)c(F)c1F
    ? | -16.6% | ?
O=C1CN(C(=S)NC(=O)c2ccccc2[N+](=O)[O-])CCN1
    -3.1% | ? | 20.6%
Cc1[nH]cnc1C(=O)N/N=C/c1ccc([N+](=O)[O-])s1
    11.6µM* | -8.5% | 10.3µM*
CCOC(=O)[C@]12CCCC=C1N(Cc1ccccc1)C(=O)[C@H](CC(=O)NCc1ccc(OC)c(OC)c1)C2
    ? | . | ?
CCOC(=O)C1(Cc2cccc(OC)c2)CCN(Cc2cccc(OCC)c2O)CC1
    23.1µM* | -5.0% | 16.4µM*
NC1=NC(c2ccccc2)CC(=O)N1 (centres undefined)
    -16.3% | . | -17.1%
COc1cc(NC(=O)C2CCCN(S(=O)(=O)c3cccc4nsnc34)C2)cc(OC)c1 (centres undefined)
    ? | -15.2% | 20.6µM*
Cc1ccc(-n2c(=O)c3c(cnn3C)n(CC(=O)Nc3cccc(Cl)c3)c2=O)cc1
    ? | -12.4% | ?
O=C1OCC(c2ccc(Cl)s2)=C1c1ccccc1[N+](=O)[O-]
    0.1% | -7.2% | ?
CCN1CCN(c2ccc(NC(=O)c3ccc(OC)c(S(=O)(=O)N4CCCC4)c3)cc2)CC1
    -2.3% | -6.1% | 14.1%
O=C(COc1ccc(Cl)cc1Cl)NNC(=S)Nc1ccc(F)cc1
    -25.4% | -1.8% | -17.3%
COc1ccc(C(=O)Nc2ccc(F)cc2F)cc1
    -10.1% | -3.6% | ?
COc1ccc(C(NC(C)=O)c2cc(Cl)c3cccnc3c2O)cc1OC (centres undefined)
    7.31µM* | -9.3% | 4.61µM*
Cc1cccc(C(=O)NNC(=O)C2CCN(C(=O)OC(C)(C)C)CC2)c1
    -5.2% | -1.5% | 26.8%
Cc1ccccc1-c1nc(CS(=O)CC(=O)NC2CCCC2)c(C)o1 (centres undefined)
    -2.7% | -1.6% | -17.1%
CCOc1ccc(C(=O)/C=C/c2cn(CC(O)CN3CCCCCC3)c3ccccc23)cc1 (centres undefined)
    ? | -5.8% | ?
Cc1cc(=O)[nH]c2ccc([N+](=O)[O-])cc12
    6.0% | . | -0.7%
Cc1ccc(C(=O)COC(=O)C(CC(C)C)NC(=O)C2CCC(C)CC2)cc1 (centres undefined)
    ? | 2.4% | ?
Nc1c(CO)nnn1-c1ccccc1
    19.6% | -1.4% | -2.5%
Cc1ccc(NC(=O)CN(C)C(=O)c2ccc(C(F)(F)F)cc2)cc1
    -21.5% | 0.9% | 16.5%
CCOC(=O)C1=NNC(C(=O)O)C1c1ccccc1 (centres undefined)
    -2.3% | . | -2.5%
Oc1ccc(Br)cc1CN1CCCCCCC1
    -21.3% | -2.9% | -12.6%
O=C1CCC(C(=O)OCc2nnc(-c3ccccc3)o2)=NN1
    -7.1% | -17.7% | -3.3%
CC(=O)c1ccc(N2CCN(S(=O)(=O)c3ccc(-c4cc(C)no4)s3)CC2)cc1
    -20.7%&-20.6% | -0.7%&-21.0% | ?
Cc1c(Cl)cccc1NC(=O)c1ccc2c(c1)CCCN2S(C)(=O)=O
    -26.0% | -4.7% | -20.4%
N#C/C(=C\c1c[nH]c2ccc(Br)cc12)c1ccccn1
    ? | -5.3% | 20.6µM*
O=Cc1cccn1Cc1ccc(Cl)cc1Cl
    -1.3% | -3.2% | 13.5%
CCCCOC(=O)c1ccc(NC(=O)c2cc(Cl)ccc2OC)cc1
    ? | -1.9% | ?

Overlap with the part before: 2 entries, then new ones.
Below each compound – DT40 TDP1 CPT | GCN5L2 inh | TDP1 cell noCPT
O=Cc1cccn1Cc1ccc(Cl)cc1Cl
    -1.3% | -3.2% | 13.5%
CCCCOC(=O)c1ccc(NC(=O)c2cc(Cl)ccc2OC)cc1
    ? | -1.9% | ?
CC(=O)c1cccc(NC(=O)CCc2nc3cccnc3n2Cc2cccs2)c1
    ? | 1.7% | -107.2%
C[C@@H](C(=O)NNC(=O)c1ccc(Cl)cc1)N1C(=O)C2CC=CCC2C1=O (some centres undefined)
    -4.3% | 1.5% | -1.0%
Cc1ccc2cc(C#N)c(NCCCNC(=O)C3CCCO3)nc2c1 (centres undefined)
    3.0% | -9.4% | -14.0%
COc1ccc(-c2nc3cc(C)ccc3cc2CN(C(=O)c2ccco2)C2CC2)cc1OC
    -6.5%[9.04 µM] | . | ?
Cc1ccc(S(=O)(=O)CC(=O)NCc2ccccc2)cc1
    0.9% | 0.0% | 9.1%
C[C@H]1CN([C@@H](C)CO)C(=O)CCCn2nncc2CO[C@H]1CN(C)S(=O)(=O)c1ccccc1
    -6.4% | . | -23.4%
O=C(Cc1ccc(Cl)cc1Cl)Nc1ccc(OC(F)F)c(Cl)c1
    ? | -1.4% | ?
CCN(CC)S(=O)(=O)c1ccc(OCC(=O)NC2CCS(=O)(=O)C2)c([N+](=O)[O-])c1 (centres undefined)
    -5.2% | -0.2% | 1.0%
COc1ccc(-c2c(C#N)c(N)nc3c2CCc2ccccc2-3)cc1OC
    8.2µM* | -21.4% | 7.31µM*
NC(Cc1ccc(C(F)(F)F)cc1)c1csc(NC(=O)Nc2ccccc2Oc2ccccc2)n1 (centres undefined)
    ? | . | 18.4µM*
CS(=O)(=O)Nc1ccc(-c2nnc3n2CCCCC3)cc1
    -4.3% | -14.1% | -4.0%
Cc1nc(-n2nc(C)c(CCC(C)C)c2C)sc1C(=O)Nc1ccc(Cl)cc1
    ? | -15.4% | ?
CN(C)C(=S)N=c1ssc(=S)n1Cc1ccco1
    1.64µM* | . | 1.64µM*
Cn1nc(C(=O)OCC(=O)c2ccc(Br)cc2)c2ccccc2c1=O
    -6.6% | -3.9% | -12.1%
Cc1ccc(S(=O)(=O)NCCc2cccs2)cc1
    -17.7% | -4.0% | -19.9%
CS(=O)(=O)N1CCC(C(=O)N2CCN(c3cccc(Cl)c3)CC2)CC1
    1.3% | -2.9% | -29.2%
CCc1ccc(OCCNc2cc(N3CCNC(C)C3)ccc2[N+](=O)[O-])cc1 (centres undefined)
    23.1µM* | -1.5% | ?
Cc1ccccc1-n1c(-c2ccc(Cl)cc2)cnc1SCC(=O)NC1CCS(=O)(=O)C1 (centres undefined)
    ? | -2.2% | ?
Cc1nc(-c2ccncc2)nc(NCCNc2ccc(C(F)(F)F)cn2)c1Cl
    -6.7% | 1.8% | ?
Cc1nnc(NC(=O)CSc2ccc(-c3cccnc3)nn2)s1
    1.5% | 1.9% | -5.3%
Cc1ccc(NC(=O)CCN2CCN(C)CC2)cc1
    9.9% | -8.1% | -23.3%
CCOC(=O)c1c(-c2ccccc2)csc1NC(=O)c1cc(-c2ccc(Br)cc2)on1
    7.4% | 1.4% | -13.1%
O=C1CCCN1CCCNC(=S)Nc1cccc2ccccc12
    2.5% | -7.9% | -12.4%
CC(Oc1ccccc1)C(=O)NC1CCCCCCC1 (centres undefined)
    -23.3% | ? | -9.7%
CCCCCc1cc(O)c2c(C)cc(=O)oc2c1
    23.1µM* | -1.8% | 16.4µM*
Cc1csc(NC(=O)CSc2nnc(NC(=O)COc3ccccc3)s2)n1
    -6.6% | 2.6% | -1.0%
O=C(NCc1cccnc1)C1CC(=O)N(CCc2ccccc2)C1 (centres undefined)
    20.7% | -4.0% | 3.6%
CC(=O)Nc1cccc(N)c1
    -1.2% | -10.2% | 2.2%
O=C(N/N=C\c1ccccn1)c1ccccc1O
    14.6µM* | -6.4% | ?
COc1cccc(NC(=O)CCC2CCN(C(=O)c3scnc3C)CC2)c1
    -28.6% | -9.8% | -18.9%
N#CCc1c(C#N)c(N)nc(N2CCN(Cc3ccc4c(c3)OCO4)CC2)c1C#N
    ? | 3.1% | 11.6µM*
COC(=O)/C(=N\Nc1ccccc1)Sc1nnc(-c2ccc(OC)cc2)n1C
    1.6% | -2.5% | -1.7%
Cc1nc(N2CCOCC2)c2c(C(=O)NCc3ccc(Cl)cc3)c(C)oc2n1
    2.0% | -3.0% | -6.5%
CCCCCCCCOc1ccc(C(=O)c2ccccc2)c(O)c1
    3.6% | -10.9% | -26.2%
Cc1cccc(NC(=O)C2CCCN(S(=O)(=O)c3c(C)noc3/C=C/N(C)C)C2)c1C (centres undefined)
    ? | -0.6% | ?
C1CCc2c(nnc3c2-c2nonc2CC3)C1
    11.1% | -4.2% | -3.1%
COc1ccccc1CNC(=O)c1cc2c(=O)n(Cc3cccs3)ccc2nc1C
    ? | 2.3% | ?
CCc1nc(NCC2CCCO2)c(C#N)c2c1COC(C)(C)C2 (centres undefined)
    ? | -9.9% | -10.2%
C=CCNC(=O)N1CCC(n2nccc2NC(=O)CCc2ccccc2)CC1
    0.0% | -4.2% | -1.8%
COc1ccc(Br)cc1CN1CCN(S(=O)(=O)Cc2ccccc2)CC1
    ? | 2.1% | 8.2µM*
CS(=O)(=O)N1CCC2(CC1)CN(C(=O)Nc1cccc(F)c1)C2
    -6.0% | -6.5% | -25.2%
Cc1ccnc(NS(=O)(=O)c2ccc(NC(=O)C3CCCO3)cc2)n1 (centres undefined)
    3.6% | -0.7% | 5.0%
COc1ccc(C)cc1NC(=O)C(OC(=O)CNC(=O)c1ccc(Oc2ccccc2)cc1)c1ccccc1 (centres undefined)
    5.7% | -7.9% | -10.8%
CCCC(C)C(=O)Nc1nnc(C)s1 (centres undefined)
    7.8% | -2.9% | -10.0%
COc1ccc(-c2cc(C(=O)Nc3ccccc3)on2)cc1
    -15.5% | -3.1% | -5.4%
Cc1cc(-c2ccc(C)c(S(=O)(=O)NCCCN3CCN(c4ccccc4F)CC3)c2)on1
    ? | -20.7% | ?
O=C(Nc1ccccc1C(=O)NCc1ccccc1)c1ccccc1
    -10.7% | -6.5% | -2.1%
CCN(CC)CCNC(=O)C1CCN(S(=O)(=O)N2CCCCC2)CC1
    -9.1% | 7.3% | -16.5%
COc1ccc(-c2csc(NCc3ccco3)n2)cc1
    ? | -7.4% | -18.3%
Cc1ccc(OC(C)C(=O)N2CCN(c3ccccn3)CC2)cc1 (centres undefined)
    7.3% | . | -21.2%
CCCCC(=O)N(CCOC)c1nnc(-c2ccc(OC)cc2)s1
    -5.0% | -1.2% | -26.0%
CC(=O)Nc1ccc(NC(=O)CCOc2cc(C)ccc2C)cc1
    -14.6% | -1.4% | -24.4%
Cc1c(S(=O)(=O)NC(C)c2ccccc2)c(=O)n(C)c(=O)n1C (centres undefined)
    1.5% | -6.2% | -1.6%
COCCOC(=O)C1=C(C)NC(C)=C(C(=O)OCCOC)C1/C=C/c1ccccc1OC
    ? | -2.8% | ?
CCOC(=O)c1sc(NC(=O)CC(C)c2ccccc2)nc1C (centres undefined)
    13µM* | 0.1% | 3.66µM*
COc1cc(NC(=O)c2cc(C3CC3)nc3c2c(C)nn3-c2ccc(C)cc2)cc(OC)c1
    ? | ? | 6.51µM*
Cc1ccc(NC(=O)CNCc2cccs2)cc1Br
    -8.0% | -11.0% | -12.8%
O=C(NCc1cccnc1)Nc1ccc(Br)cc1Cl
    -13.0% | -24.7% | -1.4%
COc1cccc(CNC(=O)CN2c3cccc4cccc(c34)S2(=O)=O)c1
    -6.1% | -15.5% | 1.0%
Cc1cccc(-c2noc(-c3ccc(Cl)cc3[N+](=O)[O-])n2)c1
    -1.6% | -6.3% | -21.5%

The list continues.
Below each compound – DT40 TDP1 CPT | GCN5L2 inh | TDP1 cell noCPT
CC(NC(=O)Nc1ccc(Cl)cc1)c1ccc2c(c1)OCO2 (centres undefined)
    -25.8% | -25.3% | -11.7%
O=C(NC(=S)NN1CCOCC1)c1cc(Br)ccc1Cl
    5.8% | -7.4% | ?
C[C@H]1CN([C@@H](C)CO)S(=O)(=O)c2ccc(Br)cc2O[C@H]1CN(C)C(=O)c1cnccn1
    -9.7% | . | -0.3%
O=C1c2c(-c3ccc(Br)cc3)noc2CCN1Cc1cn(-c2ccc(Cl)cc2)nn1
    ? | . | ?
CCCCCN(C(=O)NC(=O)Nc1nncs1)S(C)(=O)=O
    -29.5% | -1.8% | -22.3%
COc1ccc(NS(=O)(=O)c2cccc(C(=O)NN=Cc3ccc(OC)cc3OC)c2)cc1
    5.8% | -6.5% | 7.9%
ClCc1ncc(-c2ccc(Cl)cc2)o1
    14.6µM* | -3.0% | 16.4µM*
Cc1ccccc1S(=O)(=O)Nc1ncnc2ccccc12
    1.1% | -1.1% | -19.9%
